GPR55 antagonists – GPR55 antagonists blocking LPI-driven arrestin recruitment, primary screen, imaging, U2OS, beta-arrestin-GFP, LPI agonist (AID 2013). U2OS GPR55 beta-arrestin-GFP translocation imaging, LPI antagonism; higher % means a stronger effect. inhibition, % at 10 µM, or IC50 in µM where a hit was titrated. 0.13% of 290,000 active;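 active = spots per cell inhibited over 60%, with over 100 cells counted and total cytoplasm intensity under 500,000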;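 also: U2OS cells stably carrying GPR55 and arrestin-GFP stimulated by 5 µM LPI near EC80; imaged beta-arrestin-GFP aggregate spots per cell after agonist stimulation; plate controls were LPI-stimulated DMSO wells for no effect and DMSO wells without LPI for full effect; some results filed as inactive read as strong as hits; confirmed hits need IC50 under 10 µM and bright autofluorescent wells are also inconclusive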
GPR35 arrestin U2OS – GPR35 antagonists blocking zaprinast-driven arrestin recruitment, primary screen, imaging, U2OS, beta-arrestin-GFP, zaprinast agonist (AID 2058); 0.052% of 290,000 active; inhibition, % at 10 µM; hits with a dose series show IC50 in µM; U2OS GPR35 beta-arrestin-GFP translocation imaging, zaprinast antagonism; higher % means a stronger effect;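 active = inhibition of at least 50% with at least 30 cells and total cytoplasm GFP at most 10,000,000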
T cell modulator – T cell immune modulation candidate | 2C CD8+ T cell-vesicle binding, flow cytometry; active compounds read low | calls only at 7 µM | 0.068% of 330,000 active | AID 2052;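 active = response, share of CD8 T cells binding vesicles, and their 90th percentile fluorescence all below set limits, cut at about 80% in these data, passing the limit was not always enough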
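System: murine 2C transgenic CD8+ T lymphocytes; also added: QL9-loaded Drosophila micro-vesicles; times: binding 1.5 h at 37 °C; measured by: flow cytometry, PE anti-B7-1 (FL2) versus Alexa647 anti-CD8 (FL8), PFA-fixed; control set: Peptide-free naked vesicles (low) and QL9 vesicles with 0.7% DMSO vehicle (high)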
SV40 large T antigen – TAg ATPase/helicase activity blockers – biochemical (AID 1903). SV40 large T antigen ATPase/helicase inhibition assay; higher % means a stronger effect. inhibition, % at 20 µM, or IC50 in µM where a hit was titrated. 0.39% of 310,000 active; in the data active = a potency from the dose series; also: strong numbers were not always called active
Lipid droplet – modulators of hepatic lipid droplet formation; 0.4% of 240,000 active; AML12 mouse hepatocytes, oleate lipid droplets, BODIPY imaging; inhibition, % at 6.5 µM;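 active = lipid droplet intensity inhibited by at least 50%, with more than 500 cells counted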
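Technique: fluorescence imaging, 20x objective, two fields per well / Assay system: AML12 hepatocytes (mouse) / Measure: % inhibition of lipid droplet signal / Doses: 6.5 µM single-point dosing / Incubation: overnight exposure / Reagent: 100 µM oleic acid challenge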
NTR1 ag – NTR1-driven beta-arrestin-GFP spot formation – imaging, U2OS cells, high content, primary screen (AID 493036); P30989; agonist mode; activation, % at 20 µM; 0.17% of 330,000 active;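 active = activation at or above 40% of the spot to cytoplasm intensity ratio, with at least 20 cells analyzed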;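 also: 0% = DMSO without peptide and 100% = 100 nM NTR1 peptide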
Target sequence (P30989 whole entry, looked up): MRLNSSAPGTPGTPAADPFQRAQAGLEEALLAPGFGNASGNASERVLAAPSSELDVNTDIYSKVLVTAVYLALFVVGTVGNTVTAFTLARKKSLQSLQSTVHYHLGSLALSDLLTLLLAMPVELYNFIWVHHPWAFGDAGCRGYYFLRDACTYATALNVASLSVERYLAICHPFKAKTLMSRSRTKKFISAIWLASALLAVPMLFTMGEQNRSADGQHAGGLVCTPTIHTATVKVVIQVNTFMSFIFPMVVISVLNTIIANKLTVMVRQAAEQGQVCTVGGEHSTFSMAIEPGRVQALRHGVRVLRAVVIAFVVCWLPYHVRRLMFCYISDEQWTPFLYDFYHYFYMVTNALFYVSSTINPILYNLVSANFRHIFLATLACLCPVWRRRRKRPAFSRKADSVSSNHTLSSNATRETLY
GPR55 beta-arrestin – selective activators of receptor GPR55 – imaging, U2OS cells, beta-arrestin-GFP redistribution, primary screen (AID 1961); 0.048% of 290,000 active; U2OS GPR55 beta-arrestin-GFP redistribution imaging; higher % means a stronger effect; activation, % at 10 µM; hits with a dose series show EC50 in µM;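 active = activation above 40% with more than 50 cells counted in the well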;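 also: U2OS osteosarcoma cells stably expressing GPR55 and beta-arrestin-GFP; plate controls were DMSO negative control for no effect and LPI positive control for full effect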
Rac1 GTP hydrolysis – MgcRacGAP GTPase-activating activity inhibitors, confirmation, biochemical, ADP Hunter fluorescence; MgcRacGAP-stimulated Rac1 GTP hydrolysis, ADP Hunter fluorescence; higher % means a stronger effect; GST-tagged Rac1 F28L mutant substrate; inhibition, % at 30 µM; hits with a dose series show IC50 in µM; 0.6% of 340,000 active;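 active = first-screen hits whose inhibition reached a set limit at any dose in the follow-up dose series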;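 also: fluorescence reports GDP produced by GAP-driven GTP hydrolysis; strong numbers were not always called active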
LYP phosphatase – inhibitors of LYP phosphatase, biochemical, fluorescence intensity, uHTS (AID 1779); one-dose inhibition, % at 11.5 µM; IC50 in µM for titrated hits; 0.054% of 290,000 active; recombinant LYP phosphatase, fluorescence intensity; higher % means a stronger effect; in the data active = inhibition above about 50%;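 also: plate controls were vehicle with enzyme for no effect and no enzyme for full effect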
Lipid droplet cells 6.5 µM – second read-out of Lipid droplet, no call of its own (marks repeat the call); cell count; measured here: cell count, cytotoxicity flag;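 cells counted across two imaged fields per well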
T cell modulator vesicle-bound % – further read-out of T cell modulator, marked with its call; double positive events, %; measured here: CD8+ vesicle-bound cell fraction;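 binding gate set so that unloaded-vesicle control wells show 10% double positive cells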
NTR1 ag cell count 20 µM – recorded beside NTR1 ag, whose call it bears; cell count; measured here: cell count, cytotoxicity flag
Active calls of the source: *; i = inactive; · = not tested or not shown.

entry	canonical_smiles	GPR55 antagonists	GPR35 arrestin U2OS	T cell modulator	T cell modulator vesicle-bound %	SV40 large T antigen	Lipid droplet	Lipid droplet cells 6.5 µM	NTR1 ag	NTR1 ag cell count 20 µM	GPR55 beta-arrestin	Rac1 GTP hydrolysis	LYP phosphatase
1	COc1ccccc1-c1cc(C(F)(F)F)nc(S(=O)(=O)CCCC(=O)O)n1	10%	-4%	i	9	25%	14	787	2.5	46	0.4%	4%	0%
2	O=C(C1CCN(S(=O)(=O)c2ccccc2[N+](=O)[O-])CC1)N1CCOCC1	4%	-8%	i	50	3%	6	716	-1.2	42	0.2%	-8%	-5%
3	COc1cc(C(=O)ON=C2C(C)=CC(=O)C=C2C)cc(OC)c1OC	18%	-10%	i	32	28%	·	·	-0.6	79	-0.1%	24%	-4%
4	Cc1ccccc1OCC(=O)OCC(=O)NCC1CCCO1 (centres undefined)	6%	3%	i	20	12%	-7	664	0.7	65	-0.2%	5%	-7%
5	CC(/C=C1\SC(=S)N(NC(=O)c2ccccc2C)C1=O)=C\c1ccccc1	12%	10%	i	52	13%	-6	528	1.2	47	0.1%	10%	3%
6	O=C(COc1ccc2ccccc2c1)NCCc1ccc2c(c1)OCCO2	-4%	-8%	i	43	-16%	-2	625	1.7	62	0.1%	20%	0%
7	O=S(=O)(c1ccccc1OC(F)(F)F)N1CCN(c2ccnc3cc(Cl)ccc23)CC1	8%	-9%	i	15	4%	-4	785	5.7	70	0.7%	8%	2%
8	O=S1(=O)N=C(N(CCO)/N=C/c2ccccc2)c2ccccc21	-7%	-9%	·	·	-1%	-24	669	-0.6	89	0.2%	9%	2%
9	Cc1ccc(N2CC(C(=O)NCc3ccco3)CC2=O)cc1Cl (centres undefined)	-7%	-2%	i	55	12%	-2	636	0.0	74	0.0%	6%	-13%
10	O=C(NCc1ccccc1Cl)C(=O)NCC1OCCN1S(=O)(=O)c1cccs1 (centres undefined)	-5%	-4%	i	35	4%	9	676	-0.5	91	-0.4%	7%	-6%
11	NC(=O)c1ccccc1NC(=O)CCn1c(=S)oc2ccccc21	9%	17%	i	31	24%	-2	808	1.8	98	0.0%	5%	-6%
12	CS(=O)(=O)c1nc(-c2ccc(F)cc2)cc(C(F)(F)F)n1	12%	-5%	·	·	15%	-11	676	·	·	18%	7%	-5%
13	COc1ccc(C2C(C(=O)N3CCCC3)CC(=O)N2c2ccc(OC)cc2)cc1 (centres undefined)	0%	8%	i	18	0%	-1	753	-0.6	71	0.9%	4%	-8%
14	COC(=O)c1c(SCc2cccc3ccccc23)nc(=O)[nH]c1C	-11%	-3%	i	30	26%	-10	684	2.8	49	0.7%	7%	-4%
15	Nc1nc(N)nc(-c2ccc(Cl)cc2)n1	-7%	19%	i	40	7%	4	807	-0.8	39	-0.2%	9%	-6%
16	COCCn1cnc2c1c(=O)n(CC(=O)OCC(=O)NCC(F)(F)F)c(=O)n2Cc1ccccc1	2%	11%	i	53	0%	2	671	1.6	41	1.3%	-1%	-3%
17	CSc1ncccc1C(=O)N1CCCC(CCC(=O)NCc2ccc(F)c(F)c2)C1 (centres undefined)	-3%	7%	i	63	23%	-23	684	0.1	103	0.1%	9%	-7%
18	O=C(NC1CCCCC1)c1cc(-c2ccc(O)cc2)on1	-8%	-3%	i	37	29%	-7	709	0.1	42	0.1%	7%	-12%
19	CCN(CC)CCN1C(=O)C(=O)/C(=C(/O)c2ccc(OC)cc2)C1c1cccs1 (centres undefined)	-2%	-4%	·	·	0%	·	·	·	·	-0.1%	·	-4%
20	CC1CCCCC1N=C1NC(C)(C)CS1 (centres undefined)	15%	7%	i	30	7%	5	707	0.9	49	-0.7%	7%	2%
21	O=C(c1ccc(COc2ccccc2Br)o1)N1CCCCCC1	3%	8%	i	24	4%	-9	755	7.6	48	-0.1%	2%	6%
22	Cc1cc(NC(=O)CCC(=O)N(Cc2cccnc2)C(C(=O)NC(C)(C)C)c2ccccc2Cl)no1 (centres undefined)	-2%	-7%	i	24	7%	1	557	1.6	61	-0.2%	5%	5%
23	COc1cc(NC(=S)NC(=O)c2c(OC)cccc2OC)ccc1NC(=O)c1cccs1	21%	1%	i	14	6%	·	·	-0.2	50	-0.1%	10%	-4%
24	Cc1cccc(Nc2nc(N)nc(CSc3nccc(C)n3)n2)c1	-17%	6%	i	16	10%	-4	752	-0.6	83	0.0%	5%	-7%
25	Cc1cc(C)n(CC(=O)N2c3ccccc3Sc3ccc(C(F)(F)F)cc32)n1	10%	2%	i	52	5%	8	719	3.2	88	0.5%	7%	0%
26	CC(NCCC(Cc1ccccc1)c1ccco1)c1ccccc1 (centres undefined)	8%	6%	i	25	13%	6	724	10	54	-0.1%	-9%	-3%
27	Cc1ccc(C)c(NC(=O)CN(C)C(=O)c2ccccc2OCc2ccc(Cl)cc2)c1	·	·	i	55	16%	·	·	2.9	69	·	3%	·
28	O=C(NCC(=O)N1CCN(c2ccccc2)CC1)c1ccc(Br)o1	-3%	7%	i	67	17%	-5	700	0.5	52	-0.2%	3%	-11%
29	CCC(=O)N1CCc2cc(Br)cc(S(=O)(=O)N3CCN(C(=O)c4ccco4)CC3)c21	-4%	-4%	i	66	3%	22	663	4.1	92	0.2%	3%	-1%
30	NS(=O)(=O)c1cccc(NC(=O)C(Cc2ccccc2)NC(=O)c2ccccc2)c1 (centres undefined)	-7%	1%	i	9	4%	·	·	-0.7	49	·	5%	-6%
31	O=C(CN1C(=O)c2ccccc2S1(=O)=O)NCc1ccc2c(c1)OCO2	4%	-5%	i	16	4%	8	788	-0.9	45	-0.5%	7%	-6%
32	O=C1c2ccccc2C(=O)N1CSc1ncccn1	-6%	7%	i	13	12%	·	·	-1.2	53	1.1%	12%	-7%
33	CCOc1cc(/C=N/NC(=O)C2CC2)ccc1OC(C)C	-1%	-12%	i	10	0%	-7	730	1.0	63	-0.1%	6%	-5%
34	CC(NC(=O)C1CCC(C)(C(=O)O)C1(C)C)c1ccccc1 (centres undefined)	4%	4%	i	38	-3%	·	·	0.2	63	-0.1%	2%	-12%
35	Cc1ccc2[nH]c3c(NCc4ccccc4)ncnc3c2c1	-10%	-8%	i	11	-3%	-1	601	11	92	0.5%	·	-6%
36	CCOc1ccc(C(=O)NCC2(c3ccccc3)CCOCC2)cc1	4%	-4%	i	60	10%	-3	684	2.1	78	0.2%	-1%	-11%

Structural class, the compounds so far containing an aryl thioether with sulfur outside any ring (four)
entry	canonical_smiles	GPR55 antagonists	GPR35 arrestin U2OS	T cell modulator	T cell modulator vesicle-bound %	SV40 large T antigen	Lipid droplet	Lipid droplet cells 6.5 µM	NTR1 ag	NTR1 ag cell count 20 µM	GPR55 beta-arrestin	Rac1 GTP hydrolysis	LYP phosphatase
14	COC(=O)c1c(SCc2cccc3ccccc23)nc(=O)[nH]c1C	-11%	-3%	i	30	26%	-10	684	2.8	49	0.7%	7%	-4%
17	CSc1ncccc1C(=O)N1CCCC(CCC(=O)NCc2ccc(F)c(F)c2)C1 (centres undefined)	-3%	7%	i	63	23%	-23	684	0.1	103	0.1%	9%	-7%
24	Cc1cccc(Nc2nc(N)nc(CSc3nccc(C)n3)n2)c1	-17%	6%	i	16	10%	-4	752	-0.6	83	0.0%	5%	-7%
32	O=C1c2ccccc2C(=O)N1CSc1ncccn1	-6%	7%	i	13	12%	·	·	-1.2	53	1.1%	12%	-7%

An excerpt of these results, with two lines to a compound.
Screens in order: GPR55 antagonists, GPR35 arrestin U2OS, T cell modulator, T cell modulator vesicle-bound %, SV40 large T antigen, Lipid droplet, Lipid droplet cells 6.5 µM, NTR1 ag, NTR1 ag cell count 20 µM, GPR55 beta-arrestin, Rac1 GTP hydrolysis, LYP phosphatase
34. CC(NC(=O)C1CCC(C)(C(=O)O)C1(C)C)c1ccccc1 (centres undefined)
→ 4%, 4%, i, 38, -3%, ·, ·, 0.2, 63, -0.1%, 2%, -12%
31. O=C(CN1C(=O)c2ccccc2S1(=O)=O)NCc1ccc2c(c1)OCO2
→ 4%, -5%, i, 16, 4%, 8, 788, -0.9, 45, -0.5%, 7%, -6%

Ordered by length of the SMILES (smallest number first): some entries from above.
entry	canonical_smiles	GPR55 antagonists	GPR35 arrestin U2OS	T cell modulator	T cell modulator vesicle-bound %	SV40 large T antigen	Lipid droplet	Lipid droplet cells 6.5 µM	NTR1 ag	NTR1 ag cell count 20 µM	GPR55 beta-arrestin	Rac1 GTP hydrolysis	LYP phosphatase
33	CCOc1cc(/C=N/NC(=O)C2CC2)ccc1OC(C)C	-1%	-12%	i	10	0%	-7	730	1.0	63	-0.1%	6%	-5%
34	CC(NC(=O)C1CCC(C)(C(=O)O)C1(C)C)c1ccccc1 (centres undefined)	4%	4%	i	38	-3%	·	·	0.2	63	-0.1%	2%	-12%
31	O=C(CN1C(=O)c2ccccc2S1(=O)=O)NCc1ccc2c(c1)OCO2	4%	-5%	i	16	4%	8	788	-0.9	45	-0.5%	7%	-6%

Assay outcomes: PubChem BioAssay, several laboratories
